Bioassay records (PubChem BioAssay)
mIDH1 inhibitor: inhibitors of human mutant IDH1 R132H | O75874 | IDH1-R132H enzyme, NADPH consumption, diaphorase/resazurin fluorescence | Potency, µM (top dose mostly 76.6 µM), without a hit: at the top dose activity change, negative = inhibition, hits mostly inhibitors | 0.093% of 390,000 active | AID 602179; note: % is set by controls: 0 for no effect and ±100 for the full control effect; nearly all actives have a fitted effect of over 65% in size
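IDH1-R132H (0.5 ug/mL dispensed) in pH 7.5 Tris buffer was preincubated 30 min with compound, then given a substrate mix of 0.016 mM NADPH and 2 mM alpha-KG for 80 min at room temperature; remaining NADPH was read by diaphorase/resazurin fluorescence.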
rTrxR1 inhibitor: inhibitors of rat thioredoxin reductase 1; Potency, µM (series often up to 114 µM), for inactives: top-dose activity change, negative = inhibition, most hits filed as inhibitors; 1% of 390,000 active; AID 588453; recombinant rTrxR1, NADPH fluorescence consumption, selenite substrate; note: % is set by controls: 0 for no effect and ±100 for the full control effect; nearly all actives have a fitted effect of over 65% in size
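Rat TrxR1 (90 nM in the dispensed reagent) was pre-reduced with 400 uM NADPH for 5 min at room temperature, then incubated with compound for 15 min. After 400 uM selenite was added, NADPH fluorescence (Ex 340/Em 450 nm) was followed for 8 min.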
USP1-UAF1 inh: USP1/UAF1 (human) deubiquitinase inhibition; Potency, µM (highest dose often 57.1 µM), without a hit: at the highest dose activity change, negative = inhibition, most hits filed as inhibitors; recombinant USP1/UAF1, Ub-Rhodamine cleavage fluorescence; 0.23% of 390,000 active; note: % is set by controls: 0 for no effect and ±100 for the full control effect; nearly all actives have a fitted effect of over 60% in size; inactives centre near -12
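High-throughput fluorogenic screen: 1nM USP1/UAF1 complex, Ub-Rho substrate 150nM final, 50mM HEPES pH 7.8 with 0.5mM EDTA, 0.1 mg/ml BSA, 1mM TCEP and 0.01% Tween-20.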
ALOX12 inh: ALOX12 (human) lipoxygenase inhibition; P18054; purified 12hLO, xylenol orange hydroperoxide absorbance; Potency, µM (highest dose often 108 µM), without a hit: top-dose activity change, negative = inhibition, actives largely listed as inhibitors; 1.1% of 580,000 active; AID 1671190; note: % is set by controls: 0 for no effect and ±100 for the full control effect
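Purified human 12hLO at 150 nM in 25 mM Hepes, 0.01% Triton X-100, pH 7.0, preincubated 15 min at room temperature with compound. Reaction started with 40 uM arachidonic acid, 30 min at room temperature. Hydroperoxide measured by Fe-xylenol orange, 573/405 nm absorbance ratio.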
TrxR1 substrate: is turned over as a substrate by rat TrxR1. O89049. purified TrxR1 substrate turnover, NADPH consumption readout. Potency, µM (titrated, usually from 114 µM), without a hit: top-dose activity change, negative = substrate turnover. 0.01% of 390,000 active; note: % is set by controls: 0 for no effect and ±100 for the full control effect; nearly all actives have a fitted effect of over 50% in size
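Rat TrxR1, dispensed at 90 nM, was prereduced with 400 uM NADPH (final) for 5 min at ~22 deg C, then incubated with compound 15 min before 400 uM selenite. A first-read NADPH fluorescence drop versus no-compound background flagged substrates.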
Vif-A3G inh: Vif-A3G binding inhibition. Potency, µM (series often up to 46.1 µM), without a hit: at the highest dose activity, negative = active, usual class: inhibitors. Q9HC16. HeLa A3G-eYFP + Vif (tagged APOBEC3G with the HIV-1 protein that degrades it), YFP fluorescence, overnight. 0.076% of 410,000 active;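 note: % is set by controls: 0 for no effect and ±100 for the full control effect; nearly all actives have a fitted effect of over 60% in size; hits raise eYFP signal because A3G escapes Vif-driven loss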
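Read-out is eYFP fluorescence (Ex 488/Em 500-530) from Vif-expressing HeLa A3G-eYFP cells; more signal means A3G escaped Vif-mediated degradation. Cells plated overnight, compound pinned in, incubated overnight at 37 deg C.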
Vif-A3F inh: blocks the Vif interaction with APOBEC3F; HeLa A3F-eYFP + Vif (tagged APOBEC3F with the HIV-1 protein that degrades it), YFP fluorescence increase; Potency, µM (titrated, usually from 46.1 µM), without a hit: at the top dose activity, negative = active; 0.2% of 390,000 active; AID 602313; note: % of control where 0% means no effect; nearly all actives have a fitted effect of over 65% in size
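HeLa cells stably expressing A3F-eYFP plus Vif, plated and incubated overnight at 37 deg C, then exposed to compounds overnight at 37 deg C. Blocked degradation read as raised yellow fluorescence (Ex 488/Em 500-530).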
RGS4 inhibitor: inhibitors of human regulator of G protein signaling 4; P49798; 0.039% of 390,000 active; Transcreener GDP fluorescence polarization, RGS4-accelerated GTP hydrolysis; Potency, µM (series often up to 114 µM), for inactives: top-dose activity change, negative = inhibition, most hits filed as inhibitors; AID 504845; note: % is set by controls: 0 for no effect and ±100 for the full control effect; nearly all actives have a fitted effect of over 75% in size; some results filed as inactive show a strong effect at the top dose
Target sequence (P49798 whole entry, looked up): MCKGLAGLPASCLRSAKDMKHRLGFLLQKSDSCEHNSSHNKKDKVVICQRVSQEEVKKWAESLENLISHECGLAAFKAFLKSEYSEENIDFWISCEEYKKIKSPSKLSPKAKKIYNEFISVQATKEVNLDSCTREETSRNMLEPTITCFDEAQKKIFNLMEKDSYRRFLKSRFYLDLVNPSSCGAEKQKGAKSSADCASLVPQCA
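MLSMR compounds (23 nl, pin-transferred) preincubated 10 min at room temperature with a 500nM (2x) first reagent, then RGS4 at 900nM (2x) plus Transcreener GDP mix added; fluorescence polarization (620/688 nm) read before and after 90 min at 30 °C.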
RXFP1 agonist: RXFP1 (human) receptor agonism | Q9HBX9 | HEK293T-RXFP1 cAMP TR-FRET, 30 min; response scale: percent of porcine relaxin response, buffer zero | Potency, µM (titrated, usually from 57.5 µM), inactives show at the highest dose activation, usual class: activators | 0.3% of 370,000 active | AID 2676; note: % is set by controls: 0 for no effect and ±100 for the full control effect; nearly all actives have a fitted effect of over 60% in size; many of its hits are not listed in these tables
Target sequence (Q9HBX9 whole entry, looked up): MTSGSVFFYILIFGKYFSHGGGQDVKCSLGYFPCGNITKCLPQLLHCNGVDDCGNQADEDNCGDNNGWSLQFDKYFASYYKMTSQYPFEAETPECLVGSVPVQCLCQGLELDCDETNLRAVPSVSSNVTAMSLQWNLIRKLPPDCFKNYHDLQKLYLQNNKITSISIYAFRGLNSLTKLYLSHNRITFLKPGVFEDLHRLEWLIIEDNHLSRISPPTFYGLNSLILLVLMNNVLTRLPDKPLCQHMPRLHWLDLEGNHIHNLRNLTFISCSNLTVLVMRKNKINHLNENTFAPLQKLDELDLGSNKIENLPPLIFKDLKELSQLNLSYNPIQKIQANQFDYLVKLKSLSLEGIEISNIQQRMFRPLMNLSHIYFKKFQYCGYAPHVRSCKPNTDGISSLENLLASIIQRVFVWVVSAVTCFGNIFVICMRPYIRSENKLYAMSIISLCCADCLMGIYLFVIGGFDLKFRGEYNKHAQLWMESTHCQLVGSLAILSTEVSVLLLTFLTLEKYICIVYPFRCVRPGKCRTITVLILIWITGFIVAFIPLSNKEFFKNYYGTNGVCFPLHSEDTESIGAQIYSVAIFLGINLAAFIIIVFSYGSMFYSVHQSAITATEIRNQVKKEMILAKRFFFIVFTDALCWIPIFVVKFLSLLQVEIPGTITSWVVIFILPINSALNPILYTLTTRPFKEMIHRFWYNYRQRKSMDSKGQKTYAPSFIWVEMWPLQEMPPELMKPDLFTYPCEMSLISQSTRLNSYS
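cAMP rise read by TR-FRET after 30 min, 37C compound exposure (up to 58 uM) in RXFP1-transfected HEK293 cells with Ro 20174 present. EC50 from Hill-equation fits, with 29 nM porcine relaxin as 100% and buffer as basal.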
Active calls of the source: *; ? = inconclusive; / = not tested or not shown; [ ] = dose if it differs, or a comment. Calls come from the whole dose curve; as a rule, active = well fitted curve in the direction sought with a large enough effect; inconclusive = small, poorly fitted or top-dose-only effect, or another doubt; inactive = no such curve, though single readings can be large; an effect the other way counts as inactive or inconclusive. Potency is the fitted concentration of half-maximal effect. The list is partial, so the mix of outcomes need not match the whole.

SMILES | mIDH1 inhibitor | rTrxR1 inhibitor | USP1-UAF1 inh | ALOX12 inh | TrxR1 substrate | Vif-A3G inh | Vif-A3F inh | RGS4 inhibitor | RXFP1 agonist
Cc1ccccc1N1CCN(C(=O)C2CCCCC2)CC1 | 2% | 6%[57.1 µM] | -7% | 0% | 4%[57.1 µM] | 0% | 0% | 24% | -0.7%
Cc1cccc(N=C2N=C(N)c3ccccc32)c1 | 0% | -8% | -10% | -13% | -15% | -5% | -1% | -36% | 0.1%
COc1cc(CC(=O)OCC(=O)c2ccc(F)cc2)cc(OC)c1OC | 0% | 10%[57.1 µM] | -19% | -18% | 9%[57.1 µM] | 0% | 14% | 4% | /
Cc1ccc(-c2nnc(COC(=O)c3cc(=O)[nH]c4ccccc34)o2)cc1 | 7% | -5% | -29% | -6% | -5% | -4% | -2% | 7% | 1.8%
CCOc1ccc(Nc2nc(NCC(=O)O)nc(N)c2[N+](=O)[O-])cc1 | 1% | -2% | -24% | 5% | -14% | 0% | -12% | -6% | 1.6%
CCOC(=O)C1CN(S(=O)(=O)c2ccc(OC)cc2)c2cc(S(=O)(=O)CC)ccc2O1 (stereo not drawn) | 2% | 14% | -8% | -15% | -1% | 1% | 1% | -16% | 1.1%
CC(C)N1C2OC(C3OC4C(O3)N(C(C)C)S(=O)(=O)N4C(C)C)OC2N(C(C)C)S1(=O)=O (stereo not drawn) | -1% | -6% | 3% | 0% | -3% | 1% | -4% | 0% | -0.1%
CCCCc1c(O)nc2n(c1=O)CCS2 | 7% | 4% | -4% | -6% | -2% | 0% | 0% | 16% | -0.2%
Fc1ccc(CNc2ccc(CNc3ncn[nH]3)cc2)cc1 | 2% | -9% | -13% | 4% | -6% | 1% | -7% | -2% | 0.3%
O=C1CNC(=S)N1c1nc(-c2ccccc2)cs1 | 2% | 12%[57.1 µM] | -17% | -6% | 10% | -1% | 1% | 23% | 8.5%
O=C(COC(=O)c1cccc(N2C(=O)C3CC=CCC3C2=O)c1)c1ccccc1 (stereo not drawn) | 4% | 16%[57.1 µM] | -5% | 0% | 5%[57.1 µM] | -1% | 4% | -17% | 2.7%
OCCNCCCCOc1ccccc1F | 6% | -24%[2.29 µM] | -20% | 0% | -3%[2.29 µM] | 2% | -7% | -24% | 0.2%
CC#C[C@]1(O)CC[C@H]2[C@@H]3CCC4=CC(=O)CCC4=C3[C@@H](c3ccc(N(C)C)cc3)C[C@@]21C | -11% | ? | -25% | ? | ? | -3% | -6% | ? | 2.5%
CCCCN(CC)C(=O)Cn1nc(C)c2c(C)n(-c3ccccc3)nc2c1=O | 0% | 19% | -19% | 5% | 3% | -2% | 1% | 5% | 0.3%
O=C(Nc1ccnn1C1CCN(CCCC2CCCC2)CC1)c1ccccc1 | -3% | 17%[57.1 µM] | -6% | 1% | 4%[57.1 µM] | 3% | -1% | 4%[56.9 µM] | 1.3%
CCOC(=O)c1ccc(-c2ccc3c(c2)CCC3)nc1C | 6% | 3% | -10% | 12% | -1% | -1% | 6% | 19% | 0.1%
O=C(CSc1nnc(-c2ccccc2)o1)NCC1CCCCC1 | 13% | 6% | -1% | 0% | 2% | 1% | -10% | -20% | 0.3%
CC(=O)c1cccc(NC(=O)c2sc(-n3nc(C)c(Cc4ccccc4)c3C)nc2C)c1 | -5% | 9% | 7% | -17% | -9% | 4% | -4% | 14% | 18%
O=c1ccn(-c2cccc(C(F)(F)F)c2)nc1-c1ccn(-c2ccccc2F)n1 | 45%[activator] | -9% | -11% | 5% | -13% | 1% | 3% | -6% | -2.6%
CCS(=O)(=O)c1ncc(Cl)c(C(=O)Nc2ccc(S(=O)(=O)N3CCCC(C)C3)cc2)n1 (stereo not drawn) | -6% | 2.5µM* | -16% | -6% | -2% | -7% | 5% | ? | 2.3%
Cc1ccc(OCc2cc(C(=O)N3CCN(C4CCCC4)CC3)no2)cc1C | 6% | -9% | -11% | / | -4% | 1% | 1% | -13% | 5.2%
Cn1cccc1-c1nc2ccccc2n1Cc1ccccc1 | 1% | -1%[57.1 µM] | -20% | 4% | 7% | -1% | 8% | -1% | 1.9%
O=C(COC(=O)c1cccc(OC(F)F)c1)Nc1ncccn1 | -2% | 19%[11.4 µM] | -10% | -7% | 14%[57.1 µM] | 0% | 6% | 17% | /
COc1cc(/C(C)=N/NC(=O)CSc2nncn2C)ccc1OCc1ccccc1Cl | 2% | 6% | -16% | 7% | 0% | 1% | -11% | 5% | 2.2%
CC(C)(C)OC(=O)N1CCC(c2c(C(=O)Nc3ccc4c(c3)OCO4)cnn2-c2ccccc2)CC1 | 0% | 8%[57.1 µM] | -15% | -9% | -7%[57.1 µM] | 0% | 5% | -21% | -1.1%
COc1ccc(C(=O)NNC2CC(=O)N(Cc3ccc(Cl)cc3)C2=O)cc1OC (stereo not drawn) | 0% | -25% | 5% | -2% | -13% | -3% | 1% | -8% | -0.7%
CC(=O)NC1(NC(C)=O)CCN(C)CC1 | 4% | 18%[57.1 µM] | -12% | 0% | 5%[57.1 µM] | 0% | 18% | 14% | -1.6%
O=C(C1CC1)N1CCc2cc(Br)cc(S(=O)(=O)NCc3ccco3)c21 | 4% | -13% | -18% | 0% | 1% | -9% | -6% | 9% | 3.1%
CCOC(=O)C1CCN(c2c(NCc3ccc(C(=O)NC4CCCC4)cc3)c(=O)c2=O)CC1 | 1% | 1% | -21% | 3% | -7% | 0% | -3% | -20% | 0.1%
COc1ccc(-c2oc3ncn4nc(Cc5ccccc5)nc4c3c2-c2ccc(OC)cc2)cc1 | -1% | 98%[activator] | -14% | 0% | 144%[activator] | 0% | 7% | 1% | 1.9%
COc1cccc(C(=O)Nc2cc(C(=O)NCCc3ccccc3)ccc2Cl)c1 | 2% | 27% | -15% | 4% | 14% | -3% | -14% | 11% | -0.1%
O=C(CCCC(=O)OCC(Cl)=C(Cl)Cl)Nc1ccc(F)cc1 | 4% | 11%[57.1 µM] | -11% | ? | -1%[57.1 µM] | -1% | 8% | -21% | 2.0%
C#Cc1ccc([C@H]2C=C(C(=O)N3CCOCC3)O[C@@H](OCC)[C@@H]2CCCO)cc1 | -9% | 3% | -6% | -5% | -7% | 0% | 1% | 29% | -0.4%
COc1cccc(CNC(=O)N2CCN(c3ccccc3Cl)CC2)c1 | 3% | 15% | -4% | 11% | 3% | 1% | -6% | -5% | 0.2%
CCOc1cccc(C2CC(=O)Nc3cc4c(cc32)OCCO4)c1 (stereo not drawn) | 14% | 12% | -26% | -23% | -2% | -10% | -11% | 5% | 5.8%
COc1ccc(/C=C/C(=O)Nc2ccc(C)c(S(=O)(=O)N3CCOCC3)c2)cc1 | -7% | 32% | -24% | -8% | -1% | 1% | 4% | -5% | /
CCCCC(CC)CNC(=O)CCS(=O)(=O)c1cccc2nonc12 (stereo not drawn) | 0% | -10% | -17% | 0% | 6% | 3% | 5% | -8% | -0.8%
CN(C)CCC(=O)N1c2ccccc2Sc2ccc(Cl)cc21 | -8% | -25% | -21% | -17% | -8% | 2% | 0% | -11% | -2.2%
O=C1CCCN1CCCn1cnc2c([nH]c3ccc(F)cc32)c1=O | 20% | 6% | -7% | 139%[activator] | 22% | -1% | -16% | -1% | 4.8%

In the list so far, seven have fluorine:
SMILES | mIDH1 inhibitor | rTrxR1 inhibitor | USP1-UAF1 inh | ALOX12 inh | TrxR1 substrate | Vif-A3G inh | Vif-A3F inh | RGS4 inhibitor | RXFP1 agonist
COc1cc(CC(=O)OCC(=O)c2ccc(F)cc2)cc(OC)c1OC | 0% | 10%[57.1 µM] | -19% | -18% | 9%[57.1 µM] | 0% | 14% | 4% | /
Fc1ccc(CNc2ccc(CNc3ncn[nH]3)cc2)cc1 | 2% | -9% | -13% | 4% | -6% | 1% | -7% | -2% | 0.3%
OCCNCCCCOc1ccccc1F | 6% | -24%[2.29 µM] | -20% | 0% | -3%[2.29 µM] | 2% | -7% | -24% | 0.2%
O=c1ccn(-c2cccc(C(F)(F)F)c2)nc1-c1ccn(-c2ccccc2F)n1 | 45%[activator] | -9% | -11% | 5% | -13% | 1% | 3% | -6% | -2.6%
O=C(COC(=O)c1cccc(OC(F)F)c1)Nc1ncccn1 | -2% | 19%[11.4 µM] | -10% | -7% | 14%[57.1 µM] | 0% | 6% | 17% | /
O=C(CCCC(=O)OCC(Cl)=C(Cl)Cl)Nc1ccc(F)cc1 | 4% | 11%[57.1 µM] | -11% | ? | -1%[57.1 µM] | -1% | 8% | -21% | 2.0%
O=C1CCCN1CCCn1cnc2c([nH]c3ccc(F)cc32)c1=O | 20% | 6% | -7% | 139%[activator] | 22% | -1% | -16% | -1% | 4.8%
